TIM10 inh = growth inhibitors of isogenic TIM10 control yeast, primary screen, counter-screen for tim10-1 yeast inhibitor project, luminescence, uHTS; S. cerevisiae TIM10 strain growth, BacTiter-Glo luminescence, 24 h; inhibition, % at 10 µM; 330,000 compounds, 1.4% hits; AID 463195, 2010;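 active = inhibition of 40% or more at the single tested concentration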;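 note: wild-type TIM10 isogenic control strain grown at permissive 25 °C; 0% = DMSO yeast wells and 100% = minimal medium wells without yeast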
hIAP inh = human IAP inhibitors, primary screen, biochemical, luminescence, uHTS | inhibition, % at 10 µM | Intestinal-type alkaline phosphatase (Homo sapiens), P09923 | 330,000 compounds, 0.12% hits | purified IAP, CDP-Star luminescence, 30 min | AID 2544, 2010;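 active = inhibition reaching a set limit with compound at 10 µM in the primary screen, cut at about 35% in these data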;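 note: plate controls were DMSO wells with enzyme for no effect and no-enzyme buffer wells for full effect; values of inactives mirror those of a sister screen read the other way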
Target sequence (P09923 whole entry, looked up): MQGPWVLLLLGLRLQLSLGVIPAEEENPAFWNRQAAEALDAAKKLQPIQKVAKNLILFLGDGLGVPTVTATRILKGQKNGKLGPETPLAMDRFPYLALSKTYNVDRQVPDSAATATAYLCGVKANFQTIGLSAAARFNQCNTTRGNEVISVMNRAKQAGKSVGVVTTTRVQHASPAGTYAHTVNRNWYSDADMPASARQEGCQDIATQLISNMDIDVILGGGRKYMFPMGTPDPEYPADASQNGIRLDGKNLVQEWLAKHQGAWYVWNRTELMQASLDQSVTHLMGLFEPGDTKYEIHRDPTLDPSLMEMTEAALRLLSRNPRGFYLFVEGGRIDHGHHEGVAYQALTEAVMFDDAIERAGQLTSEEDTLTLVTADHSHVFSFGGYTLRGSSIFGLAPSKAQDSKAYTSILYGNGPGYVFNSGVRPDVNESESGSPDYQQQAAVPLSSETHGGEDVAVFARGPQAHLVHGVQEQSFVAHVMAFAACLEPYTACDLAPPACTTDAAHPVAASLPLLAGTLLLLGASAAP
hIAP act = human IAP activators, primary screen, biochemical, luminescence, uHTS; Intestinal-type alkaline phosphatase (Homo sapiens), P09923; purified human IAP, CDP-Star luminescence, 30 min; active compounds read high; 1 = vehicle-only enzyme, 0 = enzyme-free background; activation factor at 10 µM; 330,000 compounds, 0.16% hits;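 active = activation factor of the enzyme at least 2-fold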; note: the source names both 10 and 20 µM as test concentration; values of inactives mirror those of a sister screen read the other way
Apaf-1 inh = inhibitors of human Apaf-1 apoptosome, primary screen, biochemical, DEVD-Rh110 fluorescence, uHTS; Apoptotic protease-activating factor 1 (Homo sapiens), O14727; reconstituted apoptosome caspase-3 activity; inhibition, % at 20 µM; 330,000 compounds, 0.71% hits; active = inhibition of at least 40% at 20 µM;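 note: plate controls were DMSO wells for no effect and DEVD-CHO caspase inhibitor wells for full effect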
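System – cell-free apoptosome with Apaf-1, procaspase-3 and caspase-9 · Buffer or medium – pH 7.5 Hepes buffer with CHAPS, BSA, DTT · Also added – cytochrome c with DEVD-Rh110 · Times – 30 min compound preincubation, 50 min activation, room temperature · Technique – Rh110 fluorescence intensity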
NALP3 yeast inh = NALP3 inflammasome inhibitors in reconstituted yeast, primary screen, luminescence, uHTS; Yeast reconstituted NLRP3/ASC/caspase-1, beta-gal luminescence, 24 h; AID 2825, 2010; 330,000 compounds, 0.39% hits; inhibition, % at 10 µM;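 active = inhibition of 50% or more; inactive = inhibition below 50%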;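 note: plate controls were induced DMSO wells for no effect and uninduced yeast grown without galactose for full effect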
mIAP inh = inhibitors of mouse IAP, primary screen, biochemical, luminescence, uHTS. AID 2806, 2010. purified mouse IAP, CDP-Star luminescence, 30 min. 330,000 compounds, 0.2% hits. intestinal alkaline phosphatase [Mus musculus]. inhibition, % at 10 µM;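 active = inhibition of at least 40% at 10 µM in the primary screen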;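 note: plate controls were DMSO with enzyme for no effect and no enzyme wells for full effect; values of inactives mirror those of a sister screen read the other way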
tim10-1 inh = growth inhibitors of tim10-1 mutant yeast, primary screen, luminescence, uHTS; S. cerevisiae tim10-1 ts strain growth, BacTiter-Glo, 24 h; inhibition, % at 20 µM; 330,000 compounds, 2.2% hits; AID 463190, 2010;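 active = inhibition of at least 40%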;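 note: mutant grown at 25 °C; 0% = DMSO wells with yeast and 100% = wells holding no yeast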
ATG4B inh = ATG4B protease inhibitors, primary screen, biochemical, fluorescence, uHTS; ATG4B cleavage of LC3-PLA2, NBD-HPC fluorescence, 1 h; inhibition, % at 8.33 µM; 340,000 compounds, 0.51% hits; AID 504462, 2011; in the data active = inhibition above about 40%
Target sequence (Q9Y4P1 whole entry, looked up): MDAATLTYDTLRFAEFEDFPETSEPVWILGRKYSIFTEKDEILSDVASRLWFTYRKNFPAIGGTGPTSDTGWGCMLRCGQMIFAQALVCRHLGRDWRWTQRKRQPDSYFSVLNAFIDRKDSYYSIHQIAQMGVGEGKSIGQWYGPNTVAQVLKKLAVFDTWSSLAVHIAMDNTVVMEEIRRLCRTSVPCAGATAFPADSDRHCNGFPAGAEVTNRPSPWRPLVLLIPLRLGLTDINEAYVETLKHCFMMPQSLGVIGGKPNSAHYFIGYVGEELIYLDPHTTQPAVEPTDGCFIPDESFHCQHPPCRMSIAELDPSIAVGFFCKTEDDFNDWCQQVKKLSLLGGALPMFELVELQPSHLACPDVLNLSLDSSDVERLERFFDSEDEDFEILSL
mIAP activ = activators of mouse IAP, primary screen, biochemical, luminescence, uHTS; intestinal alkaline phosphatase [Mus musculus]; muIAP, CDP-Star luminescence, 30 min; active compounds read high; 1 = vehicle-only enzyme signal, 0 = enzyme-free wells; activation factor at 10 µM; 330,000 compounds, 0.24% hits;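 active = activation factor of at least 2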; note: the source names both 10 and 20 µM as test concentration; values of inactives mirror those of a sister screen read the other way
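System: Mouse IAP enzyme | Also added: CDP-Star substrate | Dosing: Compounds dispensed in DMSO | Schedule: 30 min enzyme-substrate-compound incubation at room temperature | Technique: Chemiluminescence readout | Control set: DMSO-only wells and no-enzyme negative control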
The depositor's hits bear a star; . = not tested or not shown.

SMILES	TIM10 inh	hIAP inh	hIAP act	Apaf-1 inh	NALP3 yeast inh	mIAP inh	tim10-1 inh	ATG4B inh	mIAP activ
COc1cc(OC)cc(C(=O)NC(=S)N(Cc2ccccc2)C(C)C)c1	36	-14	1.1	11	6	-4	39	10	1
Cc1nn(-c2ccc(F)cc2)c(Cl)c1/C=C/C(=O)OCC(=O)Nc1ccc(F)cc1F	6	-10	1.1	8	4	3	7	-3	0.96
CCCCNC(=O)c1cn(C)c2ccc(S(=O)(=O)N3CC(C)CC(C)C3)cc2c1=O (stereo not given)	8	-2	1	30	3	1	-19	2	0.99
O=C(CN1N=C(c2ccccc2)CCC1=O)NCc1ccco1	-2	-12	1.1	-9	-5	-4	4	.	1
NC(=O)CC(NC(=O)Cc1ccc(Br)cc1)c1ccc(NCc2ccccn2)c([N+](=O)[O-])c1 (stereo not given)	6	6	0.94	0	9	8	-2	-9	0.92
CN(C)CCCNC(=O)C(=O)NCC(c1cccs1)S(=O)(=O)c1ccc(F)cc1 (stereo not given)	1	-8	1.1	-1	15	-6	3	10	1.1
CCCn1c(SCC(=O)N2CCCCC2)nnc1-c1ccccn1	-11	10	0.9	-17	24	1	-1	.	0.99
COC(=O)C1CCN(C(=O)COC(=O)c2oc3ccc(OC)cc3c2C)CC1	1	-29	1.3	3	14	-1	-10	-1	1
CCN(CC(=O)Nc1ccccc1C(F)(F)F)C(=O)c1cc(S(=O)(=O)N2CCCCCC2)ccc1OC	12	3	0.97	7	15	-5	12	-10	1.1
Cc1ccc(NC(=O)CN(C)C(=O)/C=C/c2cccc(F)c2)cc1	6	0	1	-5	9	-1	5	-10	1
O=C(NCc1ccccc1)C1=C[C@H](C2CCCCC2)C[C@H](OCCCCO)O1	9	20	0.8	10	2	-6	7	-2	1.1
CC(C)C[C@H](NC(=O)NCCc1ccc(Cl)cc1)C(=O)O	1	-6	1.1	7	3	2	17	-1	0.97
COC(=O)c1ccccc1NC(=O)CSc1ccccc1	20	6	0.94	14	33	6	37	-11	0.94
CCCCn1c(=O)[nH]c(=O)c2c1nc(-c1ccc([N+](=O)[O-])cc1)n2CC	-4	20	0.8	-45	15	4	12	5	0.96
CCn1nc(NC(=O)C(C)C)c2cc3ccc(C)cc3nc21	10	-23	1.2	6	11	-3	20	-6	1
Cc1cccc(C)c1OCC(O)CN (stereo not given)	-17	12	0.88	0	14	10	17	5	0.9
O=C(Cc1ccccc1)Nc1ncccn1	5	20	0.8	-10	20	-7	11	-9	1.1
CC(C)(C)n1ncc2c(=O)n(CC(=O)NCc3ccco3)cnc21	-5	-2	1	-15	-1	9	-31	-17	0.91
CCn1cnc2c1c(=O)n(CC(=O)O)c(=O)n2Cc1ccccc1	-9	-11	1.1	5	10	7	-2	-18	0.93
CCCCN(C(=O)COC(=O)c1ccccc1)c1c(N)n(CCC)c(=O)[nH]c1=O	4	9	0.91	-2	2	0	-7	-2	1
O=C(CCC1CCCN(c2ncccn2)C1)NCc1ccccc1F (stereo not given)	13	17	0.83	-5	0	6	13	14	0.94
Clc1ccc(Oc2ncnc3oc(-c4ccccc4)cc23)cc1	11	22	0.78	-4	13	8	4	4	0.92
CCOc1cc(CNCCSc2nnnn2C)cc(Br)c1OCc1ccccc1	20	-2	1	26	9	-2	14	-14	1
Fc1ccc(-c2ncc3ccccn23)cc1	10	-8	1.1	7	6	3	14	-1	0.97
COc1ccc(C2=NOC(C(=O)Nc3cccnc3Cl)C2)cc1 (stereo not given)	-6	8	0.92	-12	37	9	-8	-9	0.91
COc1ccc(N2CCN(c3nc4ccccc4n3CC(=O)c3ccccc3)CC2)cc1	32	-3	1	19	13	15	32	-7	0.85
COC(=O)CN1C(=O)C(C)(C)Oc2ccc(C(=O)Nc3cccc(OC)c3)cc21	-1	3	0.97	5	-21	2	-24	-4	0.98
CCS(=O)(=O)c1nnnn1-c1ccccc1S(C)(=O)=O	-21	-4	1	-4	-3	-1	-23	-4	1
Cc1ccc(C(=O)O/N=C(\c2ccccc2)c2ccncc2)cc1	25	10	0.9	9	25	8	28	-6	0.92
CC(C)(C)c1ccc(OCC(O)CN2CCN(C(=O)c3ccccc3)CC2)cc1 (stereo not given)	15	-10	1.1	12	-3	-5	10	-3	1.1
CCN(c1cccc(C)c1)S(=O)(=O)c1ccc2c(c1)CCN2C(C)=O	-6	22	0.78	-1	23	8	3	-3	0.92
CC(C)(C)C(=O)CSc1nnc(Nc2ccccc2)s1	32	-6	1.1	-1	4	8	39	-4	0.93
Cc1cc2nc(C)n(CCCNC(=O)Nc3ccc(F)cc3)c2cc1C	12	9	0.91	17	15	-31	0	-2	1.3
Cc1ccc(-c2nc(CSCC(=O)Nc3cc(C)on3)c(C)o2)cc1	-17	-3	1	6	22	-8	-13	-16	1.1
Cc1ccc(Nc2nc(NCCO)nc(N3CCCC3)n2)cc1	12	-2	1	5	12	2	20	-10	0.98
CC1(C)CC(=O)/C(=C(\O)c2ccccc2)C(=NCCO)C1	11	6	0.94	11	10	-8	10	-5	1.1
Cn1c(CNc2nc(-c3ccccc3)cs2)nnc1SCC(=O)c1ccccc1	-2	1	0.99	11	9	4	17	-11	0.96
CCCCCn1c(SCCc2ccccc2)nc2c1c(=O)[nH]c(=O)n2C	2	2	0.98	13	3	5	19	-2	0.95
O=C(Cn1cc(C(=O)C(F)(F)F)c2ccccc21)NCc1ccco1	13	-9	1.1	-6	4	-3	12	14	1
C=C(C)c1cccc(C(C)(C)NC(=O)Nc2ccc(C(C)=O)cc2)c1	14	7	0.93	15	14	-85	43*	-11	1.9

Three of the entries above in order of the hIAP act value, largest number first:
compound	hIAP act
O=C(Cn1cc(C(=O)C(F)(F)F)c2ccccc21)NCc1ccco1	1.1
Cc1ccc(-c2nc(CSCC(=O)Nc3cc(C)on3)c(C)o2)cc1	1
Cc1ccc(C(=O)O/N=C(\c2ccccc2)c2ccncc2)cc1	0.9

The listing picks up, starting 2 compounds before the break.
SMILES	TIM10 inh	hIAP inh	hIAP act	Apaf-1 inh	NALP3 yeast inh	mIAP inh	tim10-1 inh	ATG4B inh	mIAP activ
O=C(Cn1cc(C(=O)C(F)(F)F)c2ccccc21)NCc1ccco1	13	-9	1.1	-6	4	-3	12	14	1
C=C(C)c1cccc(C(C)(C)NC(=O)Nc2ccc(C(C)=O)cc2)c1	14	7	0.93	15	14	-85	43*	-11	1.9
O=C(CSc1ccccc1)NCCc1ccc(F)cc1	-8	-19	1.2	-2	19	7	-4	3	0.93
CCOC(=O)c1ccc(NC(=S)NCc2ccccc2)cc1	34	-6	1.1	15	12	-88	17	33	1.9
Cn1cc(CN2CCCC(C(=O)c3ccc(-c4ccccc4)c(F)c3)C2)cn1 (stereo not given)	-121	-2	1	5	28	-4	-33	-6	1
CCN(CC)S(=O)(=O)c1ccc(C(=O)NCCOC(=O)c2ccc(F)cc2F)cc1	18	-12	1.1	7	-10	4	31	0	0.96
CCOC(=O)C1(CC2CCCCO2)CCN(Cc2nc3ccccc3nc2C)CC1 (stereo not given)	-8	-8	1.1	2	11	-4	14	16	1
CCOc1ccc(C(=O)Nc2cc(Cl)ccc2-n2cncn2)cc1OC	1	-2	1	8	26	8	14	1	0.92
Cc1ccc(CNC(=O)CSc2nnc3c(n2)[nH]c2ccc(F)cc23)cc1	9	-4	1	0	1	11	-13	-2	0.89
O=C(N/N=C/c1ccccc1)c1cc(=O)[nH]c2ccccc12	-2	10	0.9	5	14	1	12	1	0.99
CCN1CCN(Cc2ccc(NC(=O)c3ccc(C)c(NC(=O)C[C@@H]4NC(=O)[C@H](Cc5ccccc5)NC4=O)c3)cc2C(F)(F)F)CC1	5	-3	1	-3	9	-2	7	0	1
N=c1c(-c2nc3ccccc3[nH]2)cc(C(=O)c2cccs2)nn1-c1ccccc1	16	2	0.98	29	3	-2	36	-7	1
Cc1ccccc1NC(=O)CCC(=O)N/N=C/c1c[nH]c2ccccc12	16	-8	1.1	3	-10	1	4	6	0.99
Cc1cc(C)n2ncc(/C(N)=N/OC(=O)Nc3ccccc3)c2n1	16	-29	1.3	-23	17	6	-2	18	0.94
COCCCNc1nc2c(c(=O)n(Cc3ccc(OC)cc3)c(=O)n2C)n1C	-4	-4	1	1	18	-10	17	-1	1.1
Cc1cccc(OCC(=O)N(Cc2cccs2)C2CCS(=O)(=O)C2)c1 (stereo not given)	1	8	0.93	2	15	-5	5	-2	1
CCn1c(=S)[nH]c2cc(C(=O)O)ccc21	6	3	0.97	-1	9	2	-4	.	0.98
COc1ccc(NC(=O)c2cc(F)c(F)cc2Cl)cc1Cl	7	6	0.94	2	12	-3	-10	-3	1
Cc1ccc(NC(=O)NCc2ccc3c(c2)OCO3)cc1C	5	4	0.96	-10	8	-25	-1	-11	1.2
COc1ccc(S(=O)(=O)N2CCn3c2nc2ccccc23)cc1	10	-54	1.5	-4	-9	0	-23	-3	1
O=C(OCC#CCSc1nnc(-c2ccc(Br)cc2)o1)c1ccco1	28	6	0.94	15	23	18	17	3	0.81
COc1ccc(CCn2c(C)cc(C(=O)CSc3nnnn3C)c2C)cc1	9	5	0.95	6	37	0	9	-5	1
O=C(Nc1ccc(F)cc1)c1ccc2nsnc2c1	-1	-8	1.1	-11	11	-3	-6	7	1
COc1cc(C2c3c(oc4ccccc4c3=O)C(=O)N2c2nccs2)ccc1O (stereo not given)	17	14	0.86	-14	14	0	4	-2	1
O=C(O)c1ccc(N/N=C/c2ccc(-c3ccc(Br)cc3)o2)cc1	-25	-6	1.1	12	26	-5	-3	5	1
CC(C)CC1Nc2ccc(C(=O)NCCCN3CCOCC3)cc2NC1=O (stereo not given)	4	-11	1.1	-2	13	4	-24	-12	0.96
Cc1cc(C(=O)OCC(=O)Nc2c(Cl)cccc2Cl)c(C)o1	-14	9	0.91	-7	30	2	2	8	0.98
CCS(=O)(=O)N1Cc2ccccc2CC1C(=O)NCC12CC3CC(CC(C3)C1)C2 (stereo not given)	26	-9	1.1	18	4	-20	40*	-10	1.2
COc1ccc(Cc2nc3ccccc3[nH]2)cc1OC	-4	16	0.84	-10	10	2	-18	-4	0.98
O=C(CNC1CCN(Cc2ccccc2)CC1)Nc1ccc(S(=O)(=O)N2CCCCC2)cc1	-14	-9	1.1	-2	10	-12	-10	3	1.1
S=C(Nc1ccc(Cl)c(Cl)c1)N1CCN(c2ccccn2)CC1	-9	11	0.89	6	21	4	6	2	0.96
Cc1ccc2oc3c(c(=O)c2c1)C(c1cccc(O)c1)N(c1ccccn1)C3=O (stereo not given)	13	12	0.88	6	6	5	18	-2	0.95
Cc1ccc(SC(C)C(=O)Nc2ccc(S(=O)(=O)N3CCOCC3)cc2)cc1 (stereo not given)	13	14	0.86	18	13	-10	33	-6	1.1
